Screening results (PubChem BioAssay)
GPR7 antag – antagonists of human GPR7 (neuropeptides B/W receptor 1); 290,000 tested, 1.1% active; GPR7-expressing cells, fluorescence antagonist assay; inhibition, % at 4.4 µM; AID 1861; P48145; in the data active = inhibition above about 16%, passing the limit was not always enough;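 also: cells stimulated with the agonist NPW; 0% = agonist with vehicle and 100% = vehicle without agonist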
IMP-1 inhibitor – inhibitors of Pseudomonas aeruginosa IMP-1 metallo-beta-lactamase. purified IMP-1, nitrocefin hydrolysis, epi-absorbance fluorescence. inhibition, % at 5.6 µM. 290,000 tested, 0.45% active;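 active = inhibition above the mean plus 3 SD of all compounds in the same screening run, cut at about 4.5% in these data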;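 also: 0% = IMP-1 with DMSO and 100% = DMSO wells lacking enzyme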
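System: Purified IMP-1 | Read-out basis: Percent enzyme inhibition | Controls: IMP-1 with DMSO as 0%, enzyme-free DMSO as 100% | Replicates: One well per compound | Doses: 5.6 µM nominal single concentration | Detection: Epi-absorbance fluorescence, 480 nm excitation, 530 nm emission | Incubation: 25 °C, 15 min preincubation, 25 min reaction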
p-CIP stab down – compounds decreasing mouse p/CIP protein stability | decrease of EGFP signal, % at 10 µM | Q05BA5 | 290,000 tested, 0.01% active | AID 1984 | F442A p/CIP-EGFP cells, EGFP fluorescence, 16 h;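 active = EGFP signal decrease of at least 30% at 10 µM or well 3 SD below plate mean, unless failing retest; inactive = the rest, including hits failing retest or dose response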; also: some compounds called inactive have numbers as strong as hits; many of its hits are not listed in these tables
VIM-2 inh – blocks Pseudomonas aeruginosa VIM-2 metallo-beta-lactamase | purified VIM-2, nitrocefin hydrolysis, epi-absorbance fluorescence | inhibition, % at 5.6 µM | AID 1527 | 290,000 tested, 0.89% active;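 active = inhibition above the mean of all tested compounds plus 3 SD, cutoff set per screening run, cut at about 7.5% in these data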;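 also: red hydrolysis product quenches plate fluorescence so inhibitors raise well fluorescence; 0% = enzyme with DMSO and 100% = DMSO without enzyme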
PHOSPHO1 inh – PHOSPHO1 (human) inhibition; Q8TCT1; recombinant PHOSPHO1, absorbance phosphatase assay; inhibition, % at 13.3 µM; 290,000 tested, 1.1% active; in the data active = inhibition above about 60%
M18AAP inhibitor – blocks P. falciparum M18 aspartyl aminopeptidase | 290,000 tested, 1.2% active | recombinant PfM18AAP, H-Glu-NHMec fluorogenic cleavage | AID 1822 | inhibition, % at 7.35 µM;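 active = inhibition above the campaign mean inhibition over all tested compounds plus 3 SD, cut at about 28% in these data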;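 also: 0% = plate median of test compound wells and 100% = 2 mM ZnCl2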
NALP1 inh – blocks the NALP1 inflammasome reconstituted in yeast. inhibition, % at 10 µM. 280,000 tested, 0.61% active. AID 2071. S. cerevisiae NALP1/ASC/caspase-1 growth, X-gal OD620, 72 h; in the data active = inhibition mostly above about 24%, no sharp cut-off; inactive = mostly below about 32%; also: some compounds called inactive have numbers as strong as hits
IDE cell inh – inhibitors of human insulin-degrading enzyme in cells; HEK cells, FAbetaB cleavage, fluorescence polarization; inhibition, % at 5.59 µM; 320,000 tested, 0.41% active; P14735; AID 434962;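 active = percent inhibition above the average of all tested compounds plus 3 SD, set per screening campaign, cut at about 16% in these data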;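 also: IDE supplied by intact live HEK cells; FP after avidin binding of uncleaved biotin substrate so inhibition keeps polarization high; 0% = DMSO wells and 100% = 60 µM reference IDE inhibitor Ii1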
Target sequence (P14735 whole entry, looked up): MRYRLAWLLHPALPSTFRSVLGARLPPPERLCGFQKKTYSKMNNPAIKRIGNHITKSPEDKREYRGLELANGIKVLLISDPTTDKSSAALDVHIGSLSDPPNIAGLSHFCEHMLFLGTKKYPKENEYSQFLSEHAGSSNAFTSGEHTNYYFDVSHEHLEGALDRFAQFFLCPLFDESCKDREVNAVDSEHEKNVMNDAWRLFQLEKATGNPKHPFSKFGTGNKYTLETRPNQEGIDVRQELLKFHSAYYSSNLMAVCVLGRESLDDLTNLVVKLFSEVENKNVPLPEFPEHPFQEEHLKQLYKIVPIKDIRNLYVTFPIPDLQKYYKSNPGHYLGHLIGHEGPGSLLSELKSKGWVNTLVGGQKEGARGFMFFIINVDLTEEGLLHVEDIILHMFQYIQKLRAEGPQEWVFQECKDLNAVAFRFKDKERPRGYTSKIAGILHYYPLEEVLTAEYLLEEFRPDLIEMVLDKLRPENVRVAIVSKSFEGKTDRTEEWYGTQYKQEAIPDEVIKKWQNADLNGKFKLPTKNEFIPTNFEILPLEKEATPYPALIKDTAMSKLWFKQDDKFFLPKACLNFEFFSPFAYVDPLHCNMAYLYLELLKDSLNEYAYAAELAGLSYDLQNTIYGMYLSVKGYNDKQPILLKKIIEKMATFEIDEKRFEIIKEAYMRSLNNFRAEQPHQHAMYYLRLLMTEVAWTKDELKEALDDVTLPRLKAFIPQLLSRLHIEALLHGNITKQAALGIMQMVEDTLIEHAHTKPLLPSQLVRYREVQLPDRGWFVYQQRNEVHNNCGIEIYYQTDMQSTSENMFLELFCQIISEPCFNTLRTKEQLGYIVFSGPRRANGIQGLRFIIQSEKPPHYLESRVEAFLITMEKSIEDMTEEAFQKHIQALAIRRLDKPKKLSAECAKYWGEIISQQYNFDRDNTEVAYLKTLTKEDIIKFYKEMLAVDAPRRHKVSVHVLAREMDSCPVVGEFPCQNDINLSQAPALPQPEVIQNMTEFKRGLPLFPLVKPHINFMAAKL
IDE act – activators of human insulin-degrading enzyme in cells; 340,000 tested, 0.073% active; activation, % at 5.96 µM; HEK cells, FAbeta-B cleavage, fluorescence polarization; 0% vehicle, 100% cell-free pure enzyme wells;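 active = activation above the mean of all tested compounds plus 3 SD, set per screening campaign, cut at about 17% in these data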
Numbers without * were called inactive; · = no result given. Outcome played no part in choosing rows; 5.3% or so of the library scored in one or more.

SMILES	GPR7 antag	IMP-1 inhibitor	p-CIP stab down	VIM-2 inh	PHOSPHO1 inh	M18AAP inhibitor	NALP1 inh	IDE cell inh	IDE act
COc1cc(NC(=O)Cc2ccc(F)cc2)cc(OC)c1OC	-2	-2.8	-8	-2.5	11	2	3	-1	-4
COc1cc(-c2noc(C)c2/C=C/c2ccc(OC(C)=O)cc2)cc(OC)c1OC	28	-4.2	-7	1.9	4	0	-7	-1	5
Cc1cccc(N/C=C/C(=C(C#N)C#N)N(C)C)c1	-12	-2.7	5	-2.0	4	-10	48	3	-3
CCOc1cc(S(=O)(=O)N(CC)CC)c(OCC)cc1-n1cnnn1	-2	-0.7	-10	-3.0	38	-2	2	-1	9
CC(=O)Nc1sc(NC(=O)c2ccco2)nc1-c1cccs1	4	-2.3	-4	-3.8	43	15	4	4	0
CCOCCSc1nnc2nc(C)cc(C)n12	-6	-2.8	-6	-2.9	7	4	1	0	3
CCOc1ccc(NC(=O)Nc2ccc3c(c2)nnn3C)cc1	-6	-3.8	-10	-4.7	-11	2	·	-7	-2
COc1ccccc1NC(=O)CSc1nccn1Cc1ccc(F)cc1	-1	-3.8	3	0.5	38	-1	9	1	0
Cc1cccc(NC(=O)CSc2nnc(C)n2Cc2ccccc2)c1	-1	-2.8	-4	-1.1	8	-9	-1	2	-2
O=C(O)c1ccccc1CSc1nc2ccccc2n1Cc1ccccc1C(=O)O	-17	-1.5	10	-1.7	-19	6	13	4	3
CC(C)(C)OC(=O)N1CCC(NC(=O)c2[nH]cnc2C(=O)N[C@@H](Cc2ccccc2)C(=O)OCc2ccccc2)CC1	-24	-0.7	7	-1.4	5	-2	6	0	-3
Cn1nc(-c2ccc(C(=O)NCCO)cc2)c2ccccc2c1=O	10	-1.4	7	10*	24	14	-13	-9	2
CCOC(=O)c1c(C)[nH]c(C(C)=O)c1C	-6	1.0	-10	0.6	21	-4	-1	2	3
CC(C)(C)NC(=O)C1CC(=O)OC1(C)C (stereo not drawn)	-6	-1.5	-1	-2.6	4	-4	15	1	4
Cc1ccc(S(=O)(=O)N(CC(O)CN2CCCCC2)c2ccccc2)cc1 (stereo not drawn)	-5	-3.4	1	-6.0	-7	-1	14	-1	0
C=C(C)c1cccc(C(C)(C)NC(=O)N2CCCC2)c1	-4	-2.8	8	-4.0	-5	8	28	2	1
Cc1nnc(-n2ncc(C#N)c2N)c2nn(-c3ccccc3F)c(C)c12	-17	-1.8	·	-2.2	·	0	·	·	·
CC(NC(=O)c1ccc(F)cc1Cl)C1CC2CCC1C2 (stereo not drawn)	-22	-2.9	-21	-2.0	15	-10	13	-2	1
CCOC(=O)c1oc2ccccc2c1NC(=O)c1ccccc1OC	-18	-5.5	-7	-1.1	25	-11	10	4	2
CCc1cc(=O)[nH]c(SCc2ccc(C)cc2)n1	-4	-2.3	2	-0.8	-75	-3	7	-5	-3
Cc1noc(NC(=O)c2ccc(Cl)c(Cl)c2)c1Cl	-3	-0.7	-8	0.5	3	-2	7	3	6
Cc1ccc(-c2nnn(CC(=O)N(CC(=O)NC3CCCC3)c3ccccc3F)n2)o1	4	-0.5	-4	-1.8	14	0	16	·	4
Cc1[nH]n(-c2ccccc2)c(=O)c1/C=N/N(c1ccccc1)c1ccccc1	-1	-3.0	-11	-3.6	32	2	5	-7	4
O=C(NC(Cc1ccccc1)C(=O)O)/C(=C\c1ccc(Br)cc1)NC(=O)c1ccc(Br)o1 (stereo not drawn)	-15	0.2	6	-0.9	24	-5	2	-2	5
NNC(=O)CSc1nc(-c2ccccc2)cn1-c1ccccc1	-14	-3.8	-4	-3.6	38	-1	-12	1	2
CCN(CC)C(=O)CSc1nnc(-c2ccco2)n1Cc1ccco1	-2	-4.9	-8	-2.9	48	-20	-3	2	6
Cc1cccn2c(NCc3ccc4c(c3)OCO4)c(-c3ccc(O)cc3)nc12	-6	-3.0	-27	-1.7	33	4	0	-2	4
CCOc1ccc(CNC(=O)C2CCN(S(=O)(=O)CC)CC2)cc1OC	-22	-3.5	-8	-2.0	28	-3	4	1	0
COc1cc(CN2CCC(Cc3ccccc3)CC2)cc([N+](=O)[O-])c1O	-1	-1.7	-6	-1.6	25	-5	2	5	5
CCOc1ccccc1Nc1cc(C)nc2nnnn12	-8	-2.9	-18	-2.7	6	1	1	2	4
Cc1ccc(-c2n[nH]c(=S)n2/N=C/c2ccc(C)o2)cc1	-12	-4.3	-4	0.7	32	18	38	1	2
CCOc1ccccc1C(=O)NCC(=O)N(C)Cc1cccnc1	-7	-3.6	3	-2.4	32	-1	7	5	3
CCCNC(=O)C1CCN(S(=O)(=O)c2ccc(-c3nn[nH]n3)cc2)CC1	-9	-5.2	3	-1.1	21	5	9	0	3
CCC(=O)Nc1c(-c2ccc3ccccc3c2)nc2ccccn12	-15	-1.2	-6	-1.9	22	3	12	3	-3
C/C(Cn1cnc([N+](=O)[O-])n1)=N\NC(=O)c1cccnc1	-8	-2.5	6	-1.3	-2	-5	27	-1	-2
CCC(C)(C)c1ccc(OCCCC[n+]2ccc(C)cc2)c(C(C)(C)CC)c1	69*	-3.7	-12	-3.6	-10	-8	6	-3	·
CCn1c(SCC(=O)Nc2ccccc2)nc2c1c(=O)n(C)c(=O)n2C	-6	-3.8	-7	-2.0	24	3	-7	2	-4
CCc1cccc(OCC(=O)Nc2ccc(S(=O)(=O)Nc3onc(C)c3C)cc2)c1	-15	-3.6	8	-2.4	-3	2	-4	0	4
CCN(CC)CC(O)COc1ccccc1C(=O)CCc1ccccc1 (stereo not drawn)	3	-3.1	-4	-0.9	-2	-2	-18	1	-1
Cc1nc2sccn2c(=O)c1S(=O)(=O)N1CCN(c2cccc(C(F)(F)F)c2)CC1	-16	-1.1	-2	-0.4	29	-17	18	2	1
COc1cc(Cc2nccc3cc(OC)c(OC)cc23)c(NC(C)=O)cc1OC	10	0.9	-1	-0.1	·	-9	-24	0	0
CC(=O)Nc1nonc1-c1nc2ccccc2n1Cc1ccccc1	2	-3.0	0	-2.2	7	0	31	-2	2
COc1ccc(C)cc1-n1nnnc1SCC(=O)c1cc(C)n(Cc2ccco2)c1C	4	1.6	-12	4.1	90*	-4	23	-4	0
CC(C)(C)Nc1nc(N2CCCC2)nc(N2CCCC2)n1	3	-1.7	-8	-2.3	4	2	26	5	5
CCn1c(CN2CCOCC2)nnc1SCC(=O)Nc1cccc(C)c1	-13	-0.9	-12	-0.8	43	-14	11	-1	-1
COc1ccccc1NC(=O)CN1CCN(CC(=O)Nc2cc(NC(C)=O)ccc2OC)CC1	-3	-1.8	-5	-3.1	-23	6	5	3	-2
COC(=O)c1ccsc1NC(=O)CSc1nnnn1Cc1ccccc1	-7	-8.1	-1	-1.9	13	5	0	2	3
O=C(C1CCC(=O)N(C2CCCC2)C1)N1CCN(Cc2cccc(Cl)c2)CC1 (stereo not drawn)	5	-3.1	-8	-3.7	18	-3	-2	7	-1
Cc1ccc2c(c1)c(-c1ccccc1)nc1nncn12	-7	-1.3	-8	1.6	-1	2	23	5	5
CC(C)(C)[C@H]1CCC(=O)N([C@H](CN=[N+]=[N-])Cc2ccccc2)CC1	19	-2.4	-6	-1.4	-41	3	-2	3	0

Reformatted in markdown: part of the list above.
| SMILES | GPR7 antag | IMP-1 inhibitor | p-CIP stab down | VIM-2 inh | PHOSPHO1 inh | M18AAP inhibitor | NALP1 inh | IDE cell inh | IDE act |
| --- | --- | --- | --- | --- | --- | --- | --- | --- | --- |
| O=C(O)c1ccccc1CSc1nc2ccccc2n1Cc1ccccc1C(=O)O | -17 | -1.5 | 10 | -1.7 | -19 | 6 | 13 | 4 | 3 |
| CC(C)(C)OC(=O)N1CCC(NC(=O)c2[nH]cnc2C(=O)N[C@@H](Cc2ccccc2)C(=O)OCc2ccccc2)CC1 | -24 | -0.7 | 7 | -1.4 | 5 | -2 | 6 | 0 | -3 |
| Cn1nc(-c2ccc(C(=O)NCCO)cc2)c2ccccc2c1=O | 10 | -1.4 | 7 | 10* | 24 | 14 | -13 | -9 | 2 |

Going on with the list:
SMILES	GPR7 antag	IMP-1 inhibitor	p-CIP stab down	VIM-2 inh	PHOSPHO1 inh	M18AAP inhibitor	NALP1 inh	IDE cell inh	IDE act
O=S(=O)(/N=C(\c1ccc(Cl)cc1)N1CCOCC1)c1ccccc1	5	-2.9	-21	-2.6	-1	4	-23	0	6
CCn1c(-c2ccsc2)nc2c1c(=O)[nH]c(=O)n2Cc1ccccc1	-11	-1.5	10	-1.0	-2	-1	9	2	1
O=c1cc(O)c(-c2ccc(Cl)c(Cl)c2)c(Cl)[nH]1	4	-3.1	12	-0.9	-20	-1	-4	1	3
N#Cc1ccccc1NC(=O)c1cccc(COc2ccc(Cl)cc2Cl)c1	-2	-0.6	-9	-1.8	-7	-7	1	-4	4
CC(=O)Nc1ccc(N2C(=O)CSC2c2ccc(F)cc2)cc1 (stereo not drawn)	1	-3.9	-10	-2.2	1	2	11	1	0
COc1ccc(-c2nn3c(-c4ccccc4)nnc3s2)cc1OC	-13	-2.7	2	14*	14	-10	-4	2	2
COc1cccc(NC(=O)CN(C)C(C)C(=O)Nc2ccc(S(=O)(=O)N3CCCC3)cc2)c1 (stereo not drawn)	-9	-2.5	10	-2.5	0	-1	2	3	4
CC(C(=O)NC1CC1)c1ncc(C(F)(F)F)cc1Cl (stereo not drawn)	-12	-4.7	-4	-4.7	16	-9	3	2	-3
Cc1cccc(OCC(=O)Nc2ccc(N3CCCC3)cc2)c1C	·	·	-6	·	-2	·	-5	-2	0
CC(c1ccon1)N(C)C(=O)CCc1nnc(C2(c3ccc(Cl)cc3)CCC2)o1 (stereo not drawn)	25*	-0.6	-15	0.9	37	10	-6	0	6
CCCCCn1c(=O)c(C(=O)c2ccccc2)nc2ccccc21	0	0.1	-18	-0.2	28	-7	9	-5	2
Brc1ccc(-c2nnc3n2-c2ccccc2CC3)cc1	-10	0.2	8	0.9	-5	1	6	-1	-4
CC(=O)c1cnn(-c2ccc(Cl)c(Cl)c2Cl)c1C	-6	-1.5	13	-0.9	37	-3	0	-6	·

Rewritten with each value named: entries from further up
structure: CCn1c(-c2ccsc2)nc2c1c(=O)[nH]c(=O)n2Cc1ccccc1
  GPR7 antag = -11; IMP-1 inhibitor = -1.5; p-CIP stab down = 10; VIM-2 inh = -1.0; PHOSPHO1 inh = -2; M18AAP inhibitor = -1; NALP1 inh = 9; IDE cell inh = 2; IDE act = 1

structure: O=c1cc(O)c(-c2ccc(Cl)c(Cl)c2)c(Cl)[nH]1
  GPR7 antag = 4; IMP-1 inhibitor = -3.1; p-CIP stab down = 12; VIM-2 inh = -0.9; PHOSPHO1 inh = -20; M18AAP inhibitor = -1; NALP1 inh = -4; IDE cell inh = 1; IDE act = 3
